Bioassay records from PubChem BioAssay.
PKA-R1A act = activators of PKA-R1A holoenzyme, primary screen, biochemical, fluorescence polarization, Cy5-IP20, bovine R1A, mouse PKAc. cAMP-dependent protein kinase type I-alpha regulatory subunit (Bos taurus) + …. PKA-R1A dissociation; scaled: DMSO 0%, 113 µM cGMP 100%. activation, % at 11.4 µM. 340,000 tested, 0.083% active. AID 504707, 2011;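 active = percent activation above the mean of all tested compounds plus 3 SD, cut at about 19% in these data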;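 note: higher means more PKAc released from R1A so a rise in polarization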
MOR-DOR inv ag = inverse agonists of MOR-DOR heterodimerization, primary screen, cell-based, luminescence; 340,000 tested, 0.21% active; cell-based MOR-DOR heterodimer luminescence, inverse agonism; Mu-type opioid receptor (Homo sapiens) + Delta-type opioid receptor (Homo sapiens), …; inhibition, % at 9.3 µM; in the data active = inhibition above about 22%, passing the limit was not always enough;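 note: 0% = cells with DMSO and 100% = wells without cells with DMSO; values of inactives mirror those of a sister screen read the other way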
Target sequence (P35372 whole entry, looked up): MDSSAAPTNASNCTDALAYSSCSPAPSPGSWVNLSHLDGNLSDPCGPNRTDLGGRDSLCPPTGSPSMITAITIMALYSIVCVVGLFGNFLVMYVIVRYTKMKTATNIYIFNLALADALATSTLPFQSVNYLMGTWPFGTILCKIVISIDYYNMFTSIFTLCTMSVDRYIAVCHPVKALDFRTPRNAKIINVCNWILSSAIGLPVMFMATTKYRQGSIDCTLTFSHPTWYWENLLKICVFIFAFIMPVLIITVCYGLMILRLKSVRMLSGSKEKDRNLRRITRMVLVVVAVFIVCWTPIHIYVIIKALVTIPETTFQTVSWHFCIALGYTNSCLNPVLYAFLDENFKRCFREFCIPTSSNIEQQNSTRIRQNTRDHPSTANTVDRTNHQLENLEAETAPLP
Target sequence (P41143 whole entry, looked up): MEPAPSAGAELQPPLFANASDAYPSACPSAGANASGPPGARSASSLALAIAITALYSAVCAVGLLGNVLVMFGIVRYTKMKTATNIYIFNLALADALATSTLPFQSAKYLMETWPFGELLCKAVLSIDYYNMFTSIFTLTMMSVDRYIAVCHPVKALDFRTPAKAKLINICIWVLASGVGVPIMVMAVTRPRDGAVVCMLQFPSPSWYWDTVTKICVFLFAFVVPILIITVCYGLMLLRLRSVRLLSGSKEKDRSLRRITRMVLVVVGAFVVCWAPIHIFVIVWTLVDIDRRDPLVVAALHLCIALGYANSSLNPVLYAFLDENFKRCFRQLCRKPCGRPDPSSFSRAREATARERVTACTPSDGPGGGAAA
PfHsp90 yeast 2 = growth inhibition of PfHsp90-expressing yeast, primary screen, antimalarial PfHsp90 inhibitor project, S. cerevisiae, BacTiter-Glo luminescence, single point, set 2 | 310,000 tested, 0.32% active | BacTiter-Glo ATP, 48 h; yeast lacking PDR1 and PDR3 efflux regulators | inhibition, % at 9.4 µM;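 active = every replicate shows inhibition above about 80%, whatever the replicate mean, limit read from the data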;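 note: 0% = DMSO neutral controls and 100% = 20 µM radicicol positive controls; yeast relying on Plasmodium falciparum Hsp90 in place of its own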
phage Ecoli inh = growth loss of phage-infected E. coli, primary screen, RecBCD inhibitor project, absorbance, with phage, HTS; inhibition, % at 11.9 µM; 360,000 tested, 0.26% active; in the data active = inhibition above about 11%
Arr AP2 block = inhibitors of beta-arrestin/AP2 binding, primary screen, biochemical, GPCR trafficking, flow cytometry; beta-arrestin 1 C-terminal peptide binding to AP2 beta2-adaptin appendage (human); FITC-arrestin peptide / GST-AP2 beads; AP2 beta2 appendage carries R879A mutation; inhibition, % at 10 µM; 340,000 tested, 0.31% active; AID 504490, 2011;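 active = inhibition above a set limit, near 3 SD of compounds lacking own fluorescence, cut at about 54% in these data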;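 note: plate controls were DMSO wells for no effect and 5 µM unlabelled arrestin peptide for full effect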
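Material – GST-tagged AP2 beta2-adaptin appendage (R879A) on 4 µm glutathione beads · Probe or stimulus – fluorescein-tagged arrestin peptide at 50 nM final · Timing – 12 min plus 1 h, RT · Detection – bead flow cytometry, FITC channel · Read-out basis – inhibition as reduced fluorescein signal on beads, percent · Medium – PBS plus Tween 20 (0.05%) and BSA (0.1%)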
OPRM1-OPRD1 ag = agonists of OPRM1-OPRD1 heterodimerization, primary screen, cell-based, luminescence. AID 504326, 2011. Mu-type opioid receptor (Homo sapiens) + Delta-type opioid receptor (Homo sapiens), …. 340,000 tested, 0.3% active. cells. activation, % at 9.3 µM; in the data active = activation above about 18%;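 note: 0% = vehicle-treated cells and 100% = reference agonist; values of inactives mirror those of a sister screen read the other way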
Mot1-301 SUMO = yeast Mot1-301 growth rescue at high temperature, primary screen, SUMOylation pathway inhibitor project, S. cerevisiae, ATP luminescence, 38.5C; 320,000 tested, 1% active; AID 2716, 2010; growth rescue, % at 18.8 µM; S. cerevisiae Mot1-301 growth rescue; percent above DMSO median, 100 means doubled;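 active = every valid replicate shows activation above 250% relative to neutral control wells; inactive = the rest, any valid replicate at or below 250%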;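 note: OY570 slx delta 5 strain wells were the positive control but not used for scaling; some compounds called inactive have numbers as strong as hits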
Tat transport = E. coli Tat export inhibitors, primary screen, MC4100, TorA-mCherry reporter, fluorescence, single point. inhibition, % at 10 µM. 340,000 tested, 0.036% active. AID 488895, 2010;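 active = mean replicate inhibition at least 50% and at least half of replicates individually reaching 50%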;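 note: exported cargo escapes ClpAP degradation while cytoplasmic cargo is degraded and loses fluorescence; 0% = median of neutral control wells and 100% = median of NaSCN control wells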
DSG3 Ab inh = inhibitors of pemphigus antibody binding to DSG3, primary screen, biochemical, bead-based, flow cytometry, scFv-GFP; binding (percent of control), % at 10 µM; AID 588358, 2011; Desmoglein-3 (Homo sapiens), P32926; 310,000 tested, 0.48% active; DSG3-coupled beads, scFv-anti-DSG3-GFP binding; hits give low values;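 active = binding more than 3 SD below its plate's average and above zero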;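 note: hits lower antibody fragment binding to DSG3; some compounds called inactive have numbers as strong as hits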
AddAB inh = growth inhibition of E. coli expressing H. pylori AddAB, primary screen, AddAB inhibitor project, absorbance; inhibition, % at 11.9 µM; 330,000 tested, 0.29% active; AID 435030, 2010; in the data active = inhibition above about 12%;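 note: 0% = vehicle wells of infected cells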
E coli growth = E. coli V3065 growth inhibition, primary screen, counter-screen for AddAB inhibitor project, absorbance, OD600; 18 h; 330,000 tested, 0.27% active; AID 449728, 2010; inhibition, % at 11.9 µM;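 active = inhibition above the campaign's mean inhibition across all tested compounds plus 3 SD, cut at about 9.9% in these data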;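 note: uninfected addAB+ strain grown without phage in ampicillin broth; 0% = DMSO wells and 100% = ciprofloxacin 0.95 µg/ml wells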
Active calls of the source: *; i = inactive; . = no result given; & = joins results of further samples. Only part of the results is shown (hit frequency here may not be typical).

SMILES	PKA-R1A act	MOR-DOR inv ag	PfHsp90 yeast 2	phage Ecoli inh	Arr AP2 block	OPRM1-OPRD1 ag	Mot1-301 SUMO	Tat transport	DSG3 Ab inh	AddAB inh	E coli growth
CC(Cc1ccccc1)NC(N)=O (stereo unspecified)	-8	12	-1	-0.2	1	-2.4	-28	-4	89	2.1	2.8
CCC(=NCc1ccc2c(c1)OCO2)c1c(O)n(C)c(=O)n(C)c1=O	8	-1	.	1.6	1	0.1	-20	-3	102	1.9	2.3
CCOP(=O)(OCC)c1cc(C)c(O)c(C(C)(C)C)c1	-6	6	-19	1.2	-9	-1.1	-8	-5	99	0.8	0.6
CC(C)c1ccc(NC(=O)CSc2nnc(OC(=O)N(C)C)n2C2CC2)cc1	1	12	14	1.7	-14	-2.2	56	5	121	2.9	-1.0
CC(C)CN1CCN(Cc2ccc(F)cc2Cl)CC1CCO (stereo unspecified)	2	-8	15	3.8	1	1.5	4	-5	103	1.3	-2.3
CC(CC(C#N)(c1ccccc1)c1ccccc1)N1CCOCC1 (stereo unspecified)	2	15	4	2.4	-15	-2.9	.	4	112	.	.
COc1ccc(-n2c(/C=C/c3cccc(F)c3)nc3ccccc3c2=O)c(OC)c1	-4	6	-24	1.5	-4	-1.3	4	-1	114	.	.
CCN1CCN(C(=O)COc2ccc3c(c2)C(=O)CC2(CCN(C(C)=O)CC2)O3)CC1	-15	12	.	1.7	3	-2.0	.	-1	106	3.5	-1.0
CCC(C)N1C(=O)/C(=C\c2ccc(N3CCCCCC3)cc2)C(=O)NC1=S (stereo unspecified)	1	21	11	0.7	-5	-3.9	-10	22	272	1.9	2.2
C=CCN1C(=O)/C(=C/c2cc(C)n(-c3ccccn3)c2C)C(=O)NC1=S	-2	12	-31	0.3	3	-2.3	5	1	89	0.1	-0.1
CCC(c1ccc(C)cc1)N1C(=O)C2C3CCC(O3)C2C1=O (stereo unspecified)	0	4	-1	5.0	2	-1.1	-10	1	100	1.2	-0.3
CCOC(=O)c1c(C)c(C(=O)N2CCC3(CC2)OCCO3)c(C)n1CC	-5	-1	.	1.9	0	0.1	5	3	103	1.7	-0.2
O=C1CN(C(=O)COC(=O)Cc2ccccc2)c2ccccc2N1	-10	-1	2	2.8	9	0.1	-10	-1	105	-0.1	2.7
CCCCCCOC(=O)c1ccccc1N	-4	-3	-22	2.1	2	0.5	10	22	63	-0.1	2.8
CC1SC2(CN3CCC2CC3)NC1=O (stereo unspecified)	0	7	-10	2.5	13	-1.6	-17	-6	101	0.3	-1.0
C=CCn1c(O)c(Cc2ccc(OCC)cc2)c(=O)[nH]c1=O	3	18	15	-0.6	34	-3.9	13	-4	102	.	.
O=C1NC(=O)C2C1C1(Cl)C(Cl)=C(Cl)C2(Cl)C1(Cl)Cl (stereo unspecified)	-8	9	.	1.9	26	-1.7	.	-5	88	.	.
N#Cc1ccc(Cn2cc(C=O)c3ccccc32)cc1	-14	12	1	-2.9	13	-2.5	12	16	91	1.8	-0.6
O=C1NC(=O)C(CCOc2ccccc2)(CCc2ccccc2)C(=O)N1	-4	10	-13	4.0	35	-1.9	.	-1	90	.	.
O=[N+]([O-])c1ccc(NCCCN2CCOCC2)c2ncccc12	5	17	-9	0.5	4	-3.5	21	-4	97	-1.5	0.5
C=C(C)C(Cc1c(OC)ccc(C(=O)/C=C/c2ccc(O)cc2)c1O)OO (stereo unspecified)	-11	-13	.	0.8	17	2.3	.	3	100	2.5	-1.5
CN(C)C(=O)Oc1ccc(-c2cn3cc(Cl)ccc3n2)cc1	-9	1	27	2.7	8	-0.3	-6	2	126	1.4	0.8
Cc1cc(C)c(NC2=NCCCS2)c(C)c1	-2	-12	18	4.6	4	2.0	-12	-1	104	1.9	0.1
COC(=O)CC1NC2CCCCC2NC1=O (stereo unspecified)	-5	16	-7	2.8	-4	-2.7	-1	-10	91	0.7	-6.6
COc1cccc(C(=O)C2CCCN(Cc3ccc4nonc4c3)C2)c1 (stereo unspecified)	-11	-16	9	4.9	9	3.0	207	-2	130	1.1	-2.1
(list continues)
SMILES	PKA-R1A act	MOR-DOR inv ag	PfHsp90 yeast 2	phage Ecoli inh	Arr AP2 block	OPRM1-OPRD1 ag	Mot1-301 SUMO	Tat transport	DSG3 Ab inh	AddAB inh	E coli growth
O=C1NC(=S)NC(=O)C1=Cc1ccc(Br)s1	6	11	123*	1.0	8	-2.2	-28	-3	100	2.6	-0.7
Cc1ccc(/C=C2/Sc3ccc(C(=O)N4CCC5(CC4)OCCO5)cc3NC2=O)cc1	-2	2	1	2.4	-2	-0.3	12	-3	116	3.9	1.7
C[C@]12CC[C@H]3C(CCC4(O)CC(O)CC[C@]34C=O)C1=CC[C@H]2c1ccc(=O)oc1 (stereo partly specified)	1	-303	-19	2.4	-15	67*	37	-12	106	-1.0	-1.0
Cc1cc(-c2ccc(N)c(C)c2)ccc1N	-4	14	21	1.1	-1	-2.6	.	-11	104	.	.
O=C(Cc1ccccc1)N1CCN(Cc2cccnc2)CC1	3	17	13	-5.0	3	-3.1	3	-2	98	0.0	-2.4
CCC1C(c2cc(OC)c(OC)c(OC)c2)c2cc3c(cc2OC1N1CCCC1)OCO3 (stereo unspecified)	8	1	0	3.3	31	-0.3	.	-6	97	.	.
c1ccc2c3c([nH]c2c1)CNCC3	-2	9	23	3.2	-82	-1.6	0&11	-8	i	0.2	-2.4
COC(=O)C1=C(c2cc3ccccc3s2)C[C@@H]2CC[C@H]1N2C(=O)NCCO	-2	2	2	0.3	-4	-0.3	-15	7	101	3.2	0.9
COC(=O)C1C2c3ccccc3OC1(C)N=c1s/c(=C/c3cn(C)nc3C)c(=O)n12 (stereo unspecified)	-7	12	-7	3.1	5	-2.0	.	-4	97	0.3	2.6
CC12CN3CCN(C1)CC(C)(C3)C2=NN	-12	19	7	1.0	2	-3.6	-1	3	119	1.2	0.7
COc1ccc(N2CCN(CCc3ccncc3)CC2)cc1	1	6	14	1.1	-9	-0.9	0	0	102	2.6	1.1
Cc1ccc(NC(=O)c2snnc2C)cc1Cl	-10	-5	2	2.5	35	1.0	3	-7	89	1.6	2.2
CCC1(C(=O)c2ccccc2)C2c3ccccc3OC(=O)C21C(C)=O (stereo unspecified)	.	.	.	4.2	-12	.	5	.	102	-0.4	-3.7
CCCc1cc(=O)oc2cc(OCC(=O)N3CCN(Cc4ccc5c(c4)OCO5)CC3)ccc12	2	0	-45	2.6	27	-0.1	76	2	98	0.6	-1.4
COC(=O)C1=C(c2c(C)noc2C)C[C@@H]2CC[C@H]1N2C(=O)NCCOc1ccccc1	-14	15	27	1.5	1	-2.7	2	-1	101	-1.1	0.5
O=[N+]([O-])c1cnc2ccc3ccccc3c2c1	9	-19	-70	19*	-12	3.7	-2	0	115	51*	53*
Cc1c(C(c2ccc(F)cc2)c2c(O)c3ccccc3oc2=O)c(=O)n(-c2ccccc2)n1C (stereo unspecified)	-6	4	-7	1.6	10	-0.7	8	1	97	0.8	1.6
CC(=C1C(=O)c2ccccc2C1=O)N1CCN(CCN=Cc2c(O)n(C)c(=O)n(C)c2=O)CC1	-10	11	14	1.1	19	-1.8	-5	6	93	-0.7	2.3
C/C1=C\[C@@H](C)C/C=C/[C@H]2[C@@H]3O[C@]3(C)[C@@H](C)[C@H]3[C@H](Cc4c[nH]c5ccccc45)NC(=O)[C@]32C(=O)/C=C/C(=O)[C@@H]1O	-8	0	-9	.	-3	0.1	-7	0	96	2.5	-1.7
Cc1nc2cc(-c3cccc(F)c3)nn2c(C)c1CCC(=O)N1CCC2(CC1)OCCO2	-13	11	10	5.0	4	-2.3	17	0	98	1.6	1.2
CC(C)(C)C(=O)c1cn(Cc2ccccc2)c2ccccc12	-13	-29	-7	4.8	2	6.4	2	11	103	0.6	0.2
COC(=O)C1=C(c2ccccc2)C[C@@H]2CC[C@H]1N2C	-5	13	-7	4.6	-5	-2.4	12	-5	105	0.4	-1.8
COc1ccc2c(c1OC)CN1CCc3cc4c(cc3[C@H]1C2)OCO4	-9	5	-6	.	-2	-0.8	-3	-2	94	0.3	0.2

Quoted from the listing:
`CC(C)(C)C(=O)c1cn(Cc2ccccc2)c2ccccc12` in phage Ecoli inh shows 4.8
`O=C1NC(=O)C(CCOc2ccccc2)(CCc2ccccc2)C(=O)N1` in phage Ecoli inh shows 4.0
`CN(C)C(=O)Oc1ccc(-c2cn3cc(Cl)ccc3n2)cc1` in PfHsp90 yeast 2 shows 27

A draw from above in order of molecular weight, rising.
SMILES	PKA-R1A act	MOR-DOR inv ag	PfHsp90 yeast 2	phage Ecoli inh	Arr AP2 block	OPRM1-OPRD1 ag	Mot1-301 SUMO	Tat transport	DSG3 Ab inh	AddAB inh	E coli growth
c1ccc2c3c([nH]c2c1)CNCC3	-2	9	23	3.2	-82	-1.6	0&11	-8	i	0.2	-2.4
COc1ccc2c(c1OC)CN1CCc3cc4c(cc3[C@H]1C2)OCO4	-9	5	-6	.	-2	-0.8	-3	-2	94	0.3	0.2
COC(=O)C1C2c3ccccc3OC1(C)N=c1s/c(=C/c3cn(C)nc3C)c(=O)n12 (stereo unspecified)	-7	12	-7	3.1	5	-2.0	.	-4	97	0.3	2.6
CCC1C(c2cc(OC)c(OC)c(OC)c2)c2cc3c(cc2OC1N1CCCC1)OCO3 (stereo unspecified)	8	1	0	3.3	31	-0.3	.	-6	97	.	.
CC(=C1C(=O)c2ccccc2C1=O)N1CCN(CCN=Cc2c(O)n(C)c(=O)n(C)c2=O)CC1	-10	11	14	1.1	19	-1.8	-5	6	93	-0.7	2.3
